Screening data (PubChem)
TNAP act hi DEA = TNAP (human) activation, high acceptor. 200,000 tested, under 10 active. P05186. activation factor at 20 µM. AID 1136. purified TNAP, CDP-star luminescence, 1 M DEA, 30 min; active compounds read high; 0 = EDTA background, 1 = DMSO-only activity;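 active means activation factor at least 2 at 20 µM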
Target sequence (P05186 whole entry, looked up): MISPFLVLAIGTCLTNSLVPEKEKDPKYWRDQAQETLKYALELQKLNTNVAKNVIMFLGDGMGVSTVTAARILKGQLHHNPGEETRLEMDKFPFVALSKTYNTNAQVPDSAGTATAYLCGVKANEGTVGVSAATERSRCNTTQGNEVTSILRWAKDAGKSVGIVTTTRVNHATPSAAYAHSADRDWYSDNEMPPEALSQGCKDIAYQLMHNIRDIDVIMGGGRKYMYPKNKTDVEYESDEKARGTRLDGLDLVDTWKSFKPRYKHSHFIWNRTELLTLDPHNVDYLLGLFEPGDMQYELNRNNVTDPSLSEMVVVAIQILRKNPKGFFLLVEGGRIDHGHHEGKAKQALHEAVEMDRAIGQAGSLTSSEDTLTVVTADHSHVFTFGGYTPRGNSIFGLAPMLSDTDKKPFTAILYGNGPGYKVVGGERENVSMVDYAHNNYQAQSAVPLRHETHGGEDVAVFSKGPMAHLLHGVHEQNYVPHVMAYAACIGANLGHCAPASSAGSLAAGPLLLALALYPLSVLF
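Measured by: Luminescent substrate turnover signal | Test system: Human TNAP | Input: TNAP 1/800 final | Dosing: 20 µM single point | Schedule: 30 min, room temperature | Controls: EDTA wells as negative control, DMSO wells as positive control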
Diaph inh CS = counter-screen for diaphorase-based assays: diaphorase inhibitors and chemical oxidizers; diaphorase resazurin-to-resorufin fluorescence, NADH, 16 min; bacterial (C. kluyveri) enzyme, not human; inhibition, % at 20 µM; actives 0.69% (n = 190,000);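 active means primary screen inhibition at 20 µM above a set limit, cut at about 50% in these data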;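 further: plate controls were DMSO with full reaction for no effect and wells lacking NADH for full effect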
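Test system: Clostridium kluyveri diaphorase enzyme / Quantity: diaphorase at 0.14 U/mL in enzyme working solution / Incubation: 16-min room-temperature incubation before reading / Benchmarks: NADH-free wells as positive control, DMSO-only neutral wells / Signal: resorufin fluorescence 544/590 nm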
Diaph act CS = diaphorase activation or chemical reduction counter-screen; actives 0.005% (n = 190,000); activation factor at 20 µM; Diaphorase/resazurin coupled assay, resorufin fluorescence, 16 min; active compounds read high; 1 = vehicle wells, 0 = NADH-free wells;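 active means diaphorase activity raised at least twofold by the compound at 20 µM; inactive means activation factor below 2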
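Material: purified diaphorase enzyme from Clostridium kluyveri / Medium: HEPES pH 7.4 buffer with MgCl2 and Tween 20 / Schedule: enzyme reaction of 16 min at room temperature / Measured by: resorufin fluorescence, excitation 544 nm, emission 590 nm / Evaluation: rise in resorufin formation, marking diaphorase activation or chemical reduction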
PMI activator = increases human mannose-6-phosphate isomerase activity; AID 1214; actives 0.005% (n = 190,000); activation factor at 20 µM; purified human PMI, coupled resazurin fluorescence, 20 min; active compounds read high; 1 = vehicle control, 0 substrate-free wells;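 active means activation factor of 2 or more at 20 µM, relative to plate controls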
TNAP inh no acc = inhibitors of human TNAP without phosphate acceptor; P05186; purified TNAP, CDP-star luminescence, 30 min; inhibition, % at 20 µM; actives 0.26% (n = 200,000);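 active means tissue-nonspecific alkaline phosphatase inhibition above about 50% at 20 µM in the single-dose screen, limit read from the data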;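 further: 0% = DMSO negative control and 100% = EDTA positive control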
FLuc stim CS = affects firefly luciferase, flagging false hits in luciferase stimulation screens; activation factor at 10 µM; P08659; 200,000 tested, under 10 active; ATPlite luciferase biochemical, luminescence, 10 min; 0 = ATP-free wells, 1 = DMSO control;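 active means luciferase activation factor, scaled between plate controls, of at least 2 with compound at 10 µM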
Target sequence (P08659 whole entry, looked up): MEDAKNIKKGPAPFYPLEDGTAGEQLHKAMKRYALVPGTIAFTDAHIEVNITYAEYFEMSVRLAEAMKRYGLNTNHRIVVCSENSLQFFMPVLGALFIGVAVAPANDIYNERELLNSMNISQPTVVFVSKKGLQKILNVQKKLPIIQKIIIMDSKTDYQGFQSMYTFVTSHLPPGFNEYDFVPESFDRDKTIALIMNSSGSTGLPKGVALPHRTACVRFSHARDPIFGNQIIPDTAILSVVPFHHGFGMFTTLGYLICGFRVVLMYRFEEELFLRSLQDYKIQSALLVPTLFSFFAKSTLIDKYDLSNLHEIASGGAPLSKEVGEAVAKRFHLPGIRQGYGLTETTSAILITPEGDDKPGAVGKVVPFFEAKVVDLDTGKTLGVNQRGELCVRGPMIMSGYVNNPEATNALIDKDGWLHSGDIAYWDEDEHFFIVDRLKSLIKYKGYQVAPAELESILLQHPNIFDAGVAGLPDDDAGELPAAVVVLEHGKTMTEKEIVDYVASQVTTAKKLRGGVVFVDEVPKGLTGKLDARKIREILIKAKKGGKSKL
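Assay system: Luciferase/luciferin detection reagent, cell-free biochemical luciferase assay / Also added: ATP substrate / Schedule: 10 min at ambient temperature / Measured by: luminescence measurement of luciferase light output / Benchmarks: low control with PBS replacing ATP, high control enzyme plus ATP without compound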
TNAP inh hi DEA = TNAP (human) inhibition, high acceptor. P05186. purified TNAP, CDP-star luminescence, 1 M DEA. inhibition, % at 20 µM. actives 0.03% (n = 200,000). AID 1135;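 active means over 50% inhibition of tissue-nonspecific alkaline phosphatase at 20 µM in the single-dose screen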;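 further: plate controls were DMSO wells for no effect and EDTA-quenched wells as full inhibition for full effect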
G6PDH counter = counter-screen for G6PDH assay hits: L. mesenteroides G6PDH inhibition; Purified L. mesenteroides G6PDH, diaphorase/resazurin coupled fluorescence, 45 min; inhibition, % at 5 µM; actives 0.12% (n = 200,000); AID 1020; in the data active means inhibition above about 50%
PMI act hi M6P = activators of human phosphomannose isomerase at near-saturating mannose 6-phosphate; P34949; coupled PMI enzyme assay, resazurin fluorescence, 20 min; active compounds read high; 1 = untreated enzyme, 0 = substrate-free blank; activation factor at 20 µM; actives 0.34% (n = 190,000);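 active means activation factor of 2 or more at 20 µM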
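Test system: Human PMI in coupled enzyme assay | Input: 15 ng/mL PMI | Medium: HEPES-buffered pH 7.4 with magnesium and detergent | Compound: One concentration, 20 µM, in 1% DMSO | Incubation: Enzyme reaction with compound 20 min at room temperature | Detection: Diaphorase-driven resazurin-to-resorufin fluorescence, excitation 544, emission 590 nm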
HMGR II inh = blocks class II HMG-CoA reductase of Enterococcus faecalis | purified E. faecalis HMGR, NADPH absorbance 340 nm kinetic | AID 1066 | inhibition, % at 10 µM | actives 0.41% (n = 190,000);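 active means inhibition above a set limit, the median over all tested compounds plus 3 SD, cut at about 9.5% in these data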;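 further: enzyme runs in reverse so mevalonate oxidation gives rising NADPH absorbance; 0% = complete reaction with DMSO and 100% = background rate lacking mevalonate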
Numbers without * were called inactive.

Screening CCNC(=S)N1C2CCC1CC(NC(=O)Nc1ccc(C(=O)OCC)cc1)C2 (stereo not drawn) returned TNAP act hi DEA 1, Diaph inh CS 13, Diaph act CS 0.9, PMI activator 1, TNAP inh no acc -13, FLuc stim CS 1.1, TNAP inh hi DEA -4, G6PDH counter 2, PMI act hi M6P 1 and HMGR II inh 4.
Screening CC(C)NS(=O)(=O)c1ccc2c3c(cccc13)CC2 returned TNAP act hi DEA 1, Diaph inh CS 4, Diaph act CS 1, PMI activator 0.9, TNAP inh no acc -3, FLuc stim CS 1.1, TNAP inh hi DEA -1, G6PDH counter 9, PMI act hi M6P 1 and HMGR II inh 3.
`CN(C)CCN1C(=O)c2oc3ccccc3c(=O)c2C1c1ccc(F)cc1` (stereo not drawn) gave TNAP act hi DEA 1.1, Diaph inh CS 6, Diaph act CS 0.9, PMI activator 1, TNAP inh no acc 4, FLuc stim CS 1, TNAP inh hi DEA -6, G6PDH counter 7, PMI act hi M6P 0.9 and HMGR II inh 1.
For Cc1ccc(-c2csc(N3CCC(NS(=O)(=O)c4ccc5c(c4)OCCO5)CC3)n2)cc1 the results were TNAP act hi DEA 1.1, Diaph inh CS 17, Diaph act CS 0.8, PMI activator 0.9, TNAP inh no acc -12, FLuc stim CS 1.1, TNAP inh hi DEA -6, G6PDH counter 6, PMI act hi M6P 0.9 and HMGR II inh -2.
For O=C1CC(N2CCC(O)(c3ccc(Cl)cc3)CC2)C(=O)N1Cc1ccc(N2CCCC2=O)cc1 (stereo not drawn) the results were TNAP act hi DEA 1, Diaph inh CS 14, Diaph act CS 0.9, PMI activator 0.9, TNAP inh no acc -9, FLuc stim CS 1.1, TNAP inh hi DEA -4, G6PDH counter 4, PMI act hi M6P 0.9 and HMGR II inh -4.
For CC12CC3CC(C)(C1)CC(C(=O)NCc1ccco1)(C3)C2 the results were TNAP act hi DEA 1, Diaph inh CS 24, Diaph act CS 0.8, PMI activator 0.9, TNAP inh no acc -13, FLuc stim CS 1.1, TNAP inh hi DEA -5, G6PDH counter 1, PMI act hi M6P 0.9 and HMGR II inh -13.
Cc1ccc2c(c1)nnn2C1CCN(CC(=O)NCc2ccccc2F)CC1 was read as TNAP act hi DEA 1, Diaph inh CS 10, Diaph act CS 0.9, PMI activator 1, TNAP inh no acc -8, FLuc stim CS 1.1, TNAP inh hi DEA -4, G6PDH counter 19, PMI act hi M6P 0.9 and HMGR II inh -3.
`CC1=C(C(=O)OC2CCCCC2)C(c2ccc(C)o2)C2=C(CC(C)(C)CC2=O)N1` (stereo not drawn) gave TNAP act hi DEA 1, Diaph inh CS 11, Diaph act CS 0.9, PMI activator 0.9, TNAP inh no acc -8, FLuc stim CS 1, TNAP inh hi DEA 0, G6PDH counter 25, PMI act hi M6P 1 and HMGR II inh -5.
Screening CCOC(=O)c1cc(-c2cc(OC)c(OC)c(OC)c2)nc2c1c(=O)[nH]c(=O)n2Cc1ccccc1 returned TNAP act hi DEA 1, Diaph inh CS 0, Diaph act CS 1, PMI activator 1, TNAP inh no acc -12, FLuc stim CS 1.1, TNAP inh hi DEA -5, G6PDH counter 1, PMI act hi M6P 0.9 and HMGR II inh -5.
For CCOC(=O)CSc1cc(CSc2ccccc2)nc(-c2ccccc2)n1 the results were TNAP act hi DEA 1, Diaph inh CS 9, Diaph act CS 0.9, PMI activator 0.9, TNAP inh no acc -18, FLuc stim CS 1, TNAP inh hi DEA 2, G6PDH counter -15, PMI act hi M6P 0.9 and HMGR II inh -1.
COc1ccc(Br)c(/C=N/NC(=O)COc2ccc(-c3ccccc3)cc2)c1 was read as TNAP act hi DEA 1, Diaph inh CS 19, Diaph act CS 0.8, PMI activator 0.8, TNAP inh no acc -5, FLuc stim CS 1, TNAP inh hi DEA -4, G6PDH counter 11, PMI act hi M6P 0.9 and HMGR II inh 0.
Screening CCCn1c(C(C)NC(C)=O)nc2ccccc21 (stereo not drawn) returned TNAP act hi DEA 1, Diaph inh CS 16, Diaph act CS 0.8, PMI activator 0.9, TNAP inh no acc -11, FLuc stim CS 1.1, TNAP inh hi DEA -4, G6PDH counter -11, PMI act hi M6P 0.9 and HMGR II inh 0.
For CC(=O)C1=C(O)C(=O)N(c2cccc(C(=O)O)c2)C1c1ccc(F)cc1 (stereo not drawn) the results were TNAP act hi DEA 1, Diaph inh CS -4, Diaph act CS 1, PMI activator 1.1, TNAP inh no acc -2, FLuc stim CS 1, TNAP inh hi DEA -2, G6PDH counter 1, PMI act hi M6P 1.1 and HMGR II inh 3.
`C/C(=N\NC(=O)c1cc(-c2cccs2)nc2ccccc12)c1ccccn1` gave TNAP act hi DEA 1, Diaph inh CS 8, Diaph act CS 0.9, PMI activator 1.1, TNAP inh no acc -32, FLuc stim CS 1, TNAP inh hi DEA -2, G6PDH counter -2, PMI act hi M6P 1.3 and HMGR II inh -1.
For C#CCOCCOCCOCCNc1nc(N2CCN(C(=O)[C@H](CCC(=O)O)n3cc(C(N)CO)nn3)CC2)nc(N2CCN(C(=O)[C@H](Cc3ccc(O)cc3)n3cc(C(N)CC(C)C)nn3)CC2)n1 (stereo partly drawn) the results were TNAP act hi DEA 1, Diaph inh CS 21, Diaph act CS 0.8, PMI activator 0.9, TNAP inh no acc -7, FLuc stim CS 1.1, TNAP inh hi DEA -4, G6PDH counter 10, PMI act hi M6P 1.3 and HMGR II inh -1.
For CC(C)c1ccccc1-n1c(SCC(=O)N2CCN(c3ccccc3)CC2)nnc1-c1cccnc1 the results were TNAP act hi DEA 1, Diaph inh CS 13, Diaph act CS 0.9, PMI activator 1, TNAP inh no acc 3, FLuc stim CS 1.1, TNAP inh hi DEA -1, G6PDH counter 17, PMI act hi M6P 1 and HMGR II inh 3.
`CCC(O)CNc1nc(-n2nc(C)cc2C)nc2sc3c(c12)CC(C)(C)OC3` (stereo not drawn) gave TNAP act hi DEA 1, Diaph inh CS 16, Diaph act CS 0.8, PMI activator 1, TNAP inh no acc -5, FLuc stim CS 1, TNAP inh hi DEA -1, G6PDH counter 0, PMI act hi M6P 1 and HMGR II inh -3.
For Cc1nn(C)c(C(=O)Nc2ccc(Br)cc2F)c1Br the results were TNAP act hi DEA 1.1, Diaph inh CS 2, Diaph act CS 1, PMI activator 1.1, TNAP inh no acc 2, FLuc stim CS 1.1, TNAP inh hi DEA -6, G6PDH counter 6, PMI act hi M6P 1 and HMGR II inh 2.
For COc1ccc2cc(OC)c(C(=O)N3CCOCC3)cc2c1 the results were TNAP act hi DEA 1, Diaph inh CS 3, Diaph act CS 1, PMI activator 1, TNAP inh no acc -8, FLuc stim CS 1.1, TNAP inh hi DEA -5, G6PDH counter 6, PMI act hi M6P 0.9 and HMGR II inh 1.
`O=c1c2ccccc2nc2n1CC/C2=C/N1CCN(c2cccc(C(F)(F)F)c2)CC1` gave TNAP act hi DEA 1.1, Diaph inh CS 35, Diaph act CS 0.6, PMI activator 1.2, TNAP inh no acc -10, FLuc stim CS 1, TNAP inh hi DEA -6, G6PDH counter 12, PMI act hi M6P 1.1 and HMGR II inh -3.
Screening Cc1c(-c2cccc(NC(=O)c3ccco3)c2)nc2ncccn12 returned TNAP act hi DEA 1.1, Diaph inh CS 5, Diaph act CS 0.9, PMI activator 1.1, TNAP inh no acc -10, FLuc stim CS 1, TNAP inh hi DEA -5, G6PDH counter -1, PMI act hi M6P 1.1 and HMGR II inh -3.
Screening CC(C)c1nc(SCC(=O)Nc2ccc3c(c2)OCCO3)c2c(=O)n(C)c(=O)n(C)c2n1 returned TNAP act hi DEA 1, Diaph inh CS 36, Diaph act CS 0.6, PMI activator 0.9, TNAP inh no acc -4, FLuc stim CS 1, TNAP inh hi DEA 0, G6PDH counter 1, PMI act hi M6P 0.8 and HMGR II inh -6.
COC(=O)c1ccc(CSc2cc(C)c3ccccc3n2)o1 was read as TNAP act hi DEA 1, Diaph inh CS 6, Diaph act CS 0.9, PMI activator 1.1, TNAP inh no acc 4, FLuc stim CS 1, TNAP inh hi DEA -4, G6PDH counter 0, PMI act hi M6P 1 and HMGR II inh -2.
O=C(CSc1ccncc1)Nc1ccc(S(=O)(=O)Nc2nccs2)cc1 was read as TNAP act hi DEA 1, Diaph inh CS -9, Diaph act CS 1.1, PMI activator 1.1, TNAP inh no acc -10, FLuc stim CS 1, TNAP inh hi DEA -4, G6PDH counter 8, PMI act hi M6P 1.1 and HMGR II inh -1.
`CC1=NN(c2ccccc2)C(=O)/C1=C\c1cn(-c2ccccc2)nc1C` gave TNAP act hi DEA 1, Diaph inh CS 24, Diaph act CS 0.8, PMI activator 0.9, TNAP inh no acc 9, FLuc stim CS 1.1, TNAP inh hi DEA 0, G6PDH counter 2, PMI act hi M6P 0.8 and HMGR II inh -3.
For COc1ccc(C2CC(c3cccc(C)c3)n3ncnc3N2)cc1 (stereo not drawn) the results were TNAP act hi DEA 1, Diaph inh CS 9, Diaph act CS 0.9, PMI activator 0.9, TNAP inh no acc -8, FLuc stim CS 1.1, TNAP inh hi DEA -1, G6PDH counter -6, PMI act hi M6P 0.9 and HMGR II inh -1.
For CONC(=O)Nc1ccccc1[N+](=O)[O-] the results were TNAP act hi DEA 1, Diaph inh CS -4, Diaph act CS 1, PMI activator 1, TNAP inh no acc -3, FLuc stim CS 1, TNAP inh hi DEA -4, G6PDH counter 21, PMI act hi M6P 1 and HMGR II inh -5.
CCCc1nc2ccc(NC(=O)c3cccs3)cc2c(=O)n1Cc1ccccc1Cl was read as TNAP act hi DEA 1, Diaph inh CS 20, Diaph act CS 0.8, PMI activator 0.8, TNAP inh no acc -8, FLuc stim CS 1, TNAP inh hi DEA 4, G6PDH counter -7, PMI act hi M6P 0.8 and HMGR II inh -4.

Some of these compounds in order of formula weight, rising.
For CONC(=O)Nc1ccccc1[N+](=O)[O-] the results were TNAP act hi DEA 1, Diaph inh CS -4, Diaph act CS 1, PMI activator 1, TNAP inh no acc -3, FLuc stim CS 1, TNAP inh hi DEA -4, G6PDH counter 21, PMI act hi M6P 1 and HMGR II inh -5.
Screening Cc1c(-c2cccc(NC(=O)c3ccco3)c2)nc2ncccn12 returned TNAP act hi DEA 1.1, Diaph inh CS 5, Diaph act CS 0.9, PMI activator 1.1, TNAP inh no acc -10, FLuc stim CS 1, TNAP inh hi DEA -5, G6PDH counter -1, PMI act hi M6P 1.1 and HMGR II inh -3.
Screening CC(C)c1nc(SCC(=O)Nc2ccc3c(c2)OCCO3)c2c(=O)n(C)c(=O)n(C)c2n1 returned TNAP act hi DEA 1, Diaph inh CS 36, Diaph act CS 0.6, PMI activator 0.9, TNAP inh no acc -4, FLuc stim CS 1, TNAP inh hi DEA 0, G6PDH counter 1, PMI act hi M6P 0.8 and HMGR II inh -6.
